ATXN viability – Viability Counterscreen for Primary qHTS for Inhibitors of ATXN expression; S2 cells (HEK-293 line with an ATXN2-luciferase reporter) viability, CellTiter-Fluor protease fluorescence, 24 h; hit rate 0.49% among 400,000; AID 651635, 2014; Potency, µM (doses to about 56.7 µM), actives largely listed as cytotoxic; also: potency is read from the fitted curve at half-maximal effect; nearly all actives have a fitted effect of over 40% in size
SW480 rerep – A quantitative high throughput screen for small molecules that induce DNA re-replication in SW480 colon adenocarcinoma cells | hit rate 1.8% among 340,000 | AID 624297, 2012 | SW480 DNA re-replication, Hoechst DNA content imaging, 48 h | Potency, µM (top dose mostly 46.1 µM), for the others: top-dose re-replication activation, actives largely listed as activators; also: potency is read from the fitted curve at half-maximal effect; % of control where 0% means no effect; nearly all actives have a fitted effect of over 55% in size
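Readout is total intensity of Hoechst-stained nuclei, excited at 405 nm and collected at 500-530 nm. Compound treatment lasted 48 hr at 37 C in 5% CO2 before staining.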
KB-3-1 tox – qHTS assay for MDR1-selective chemotherapeutics: Primary screen using the parental adenocarcinoma cell KB-3-1; KB-3-1 viability, CellTiter-Glo ATP luminescence, 72 h; Potency, µM (top dose mostly 46.1 µM), for inactives: at the top dose activity change, negative = cytotoxic, most hits filed as cytotoxic; hit rate 1.4% among 400,000; AID 1347075, 2019; also: potency is read from the fitted curve at half-maximal effect; % is scaled to controls: 0 for no effect and ±100 for the full control effect; nearly all actives have a fitted effect of over 60% in size
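Viability of parental KB-3-1 cells, measured by CellTiter-Glo luminescence, followed a 72 h incubation at 37 °C with pinned compounds in phenol-red-free DMEM containing 10% FBS.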
HT1080 IDH1KD tx – qHTS for induction of synthetic lethality in tumor cells producing 2HG: qHTS for the HT-1080-IDH1KD cell line. hit rate 2% among 360,000. Potency, µM (titrated, usually from 46.1 µM), for inactives: at the highest dose activity, negative = toxicity, most hits filed as cytotoxic. HT-1080 IDH1 knockdown viability, ATP luminescence, 48 h;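 also: potency is read from the fitted curve at half-maximal effect; 0% = DMSO wells and -100% = cell-free medium wells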
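Viability of IDH1-knockdown HT-1080 fibrosarcoma cells was assessed by CellTiter-Glo after 48 h at 37 °C with titrated compound; concentration-effect curves were classified by fit quality and response size.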
ATXN2 expr inh – Primary qHTS for Inhibitors of ATXN expression. Potency, µM (series often up to 57 µM), inactives show top-dose activity change, negative = inhibition, most hits filed as inhibitors. AID 1745845, 2022. hit rate 0.72% among 360,000. HEK-293 ATXN2-luciferase reporter, luminescence, 24 h; also: potency is read from the fitted curve at half-maximal effect; % is scaled to controls: 0 for no effect and ±100 for the full control effect; nearly all actives have a fitted effect of over 55% in size
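qHTS (up to 57 uM final) was run with 24 h compound exposure of reporter cells at 37 °C. Each well was multiplexed: SteadyGlo luminescence measured ATXN2-luciferase expression after a fluorogenic Gly-Phe-AFC viability readout (25 uM final).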
MCF10A rerep – A quantitative high throughput screen for small molecules that induce DNA re-replication in MCF 10a normal breast cells | MCF 10A DNA re-replication, Hoechst nuclear intensity, 48 h | Potency, µM (series often up to 46.1 µM), inactives show at the top dose activity, positive = re-replication, usual class: activators | hit rate 2.9% among 350,000 | AID 624296, 2012; also: potency is read from the fitted curve at half-maximal effect; % of control where 0% means no effect; nearly all actives have a fitted effect of over 50% in size
HT1080NT lethal – qHTS for induction of synthetic lethality in tumor cells producing 2HG: qHTS for the HT-1080-NT fibrosarcoma cell line; HT-1080-NT fibrosarcoma viability, CellTiter-Glo ATP luminescence, 48 h; Potency, µM (top dose mostly 46.1 µM), for inactives: at the top dose activity, negative = less viability, most hits filed as cytotoxic; hit rate 1.6% among 360,000; AID 686970, 2013;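 also: NT is the 2HG producing partner of a matched IDH1 knockdown line; potency is read from the fitted curve at half-maximal effect; 0% = DMSO-treated cells and -100% = media-only wells without cells; nearly all actives have a fitted effect of over 55% in size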
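A 48-hour cytotoxicity screen used HT-1080-NT cells plated 2 hours before compound delivery. ATP-based CellTiter-Glo luminescence measured viability, normalized to DMSO and no-cell controls.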
HepG2 viability – qHTS for Inhibitors of TGF-b: Cytotox Counterscreen | hit rate 0.76% among 410,000 | Potency, µM (titrated, usually from 46.1 µM), for inactives: at the top dose activity change, negative = cytotoxicity, usual class: cytotoxic | HepG2 CAGA-GFP viability, ATP luminescence, 18 h | AID 588856, 2011; also: potency is read from the fitted curve at half-maximal effect; some results filed as inactive show a strong effect at the top dose
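HepG2 CAGA-GFP cells (1000/well, DMEM with 1% FBS) received compound, then TGF-beta at 500 pg/mL final, and were incubated 18 hours at 37 degrees C. Viability was read by CellTiter-Glo luminescence. Media-only wells were set as complete cell-killing and DMSO as no toxicity.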
IL-1B inflam inh – qHTS for Inhibitors of Inflammasome Signaling: IL-1-beta AlphaLISA Primary Screen; THP-1 LPS/ATP IL-1B secretion, AlphaLISA, 16 h; active compounds read low; activity change, % at 57.5 µM; hit rate 4.7% among 360,000; AID 743279, 2014; in the data active = activity change below about -50%; inconclusive = mostly about -30% to -49%; also: % is scaled to controls: 0 for no effect and ±100 for the full control effect
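Secreted IL-1B measured by AlphaLISA bead assay after 16 h compound exposure of THP-1 cells; compounds (final up to 57.5 uM) added 1 h before LPS (250 ng/mL) and ATP (1.25 mM) stimulation; lower signal means less secretion.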
* marks the source's active call; other numbers are inactive results; i = inactive; ? = inconclusive; . = not tested or not shown; & = joins results of further samples; [ ] = another dose, or the depositor's remark. Unless noted, calls follow the shape of the dose curve; as a rule, active = well fitted curve in the direction sought with a large enough effect; inconclusive = small, poorly fitted or top-dose-only effect, or another doubt; inactive = no such curve, though single readings can be large; an effect the other way counts as inactive or inconclusive.

no.	compound	ATXN viability	SW480 rerep	KB-3-1 tox	HT1080 IDH1KD tx	ATXN2 expr inh	MCF10A rerep	HT1080NT lethal	HepG2 viability	IL-1B inflam inh
1	C=CCC(C(=O)OC)(C(=O)OC)c1ccc(C(F)(F)F)cc1[N+](=O)[O-]	i	-3%	4%	19%	6%	-1%	19%	0%	11
2	CCC(C)C(=O)Nc1nc2ccc(OC)cc2s1 (stereo unspecified)	i	11%	1%	-2%	60%[activator]	0%	-2%	1%	-3
3	COc1cc(C(=O)OCCCc2cc3ccccc3c(=O)o2)cc(OC)c1OC	i	-4%	2%	1%	-5%	-7%	3%	-19%	0
4	Cc1cc(C(=O)Nc2ccc(C)c(C)c2)n(-c2ccccc2)n1	i	-4%	-3%	13%	7%	3%	0%	-23%	-3
5	CCOc1ccc(NC(=O)CN(C)CC(=O)Nc2cc(Cl)ccc2C#N)cc1OCC	i	0%	-3%	-8%	-13%	0%	-3%	-21%	6
6	COc1ccc(Cl)cc1N(C(=O)c1ccco1)C(C(=O)NC1CCCC1)c1ccco1 (stereo unspecified)	i	-7%	5%	-1%	-5%	-3%	14%	-8%	3
7	Cc1nnc(NC(=O)c2ccc(F)c(S(=O)(=O)N3CCCCC3)c2)s1	i	0%	0%	-2%	8%	1%	-5%	-28%	6
8	Clc1ccc(-c2noc(CSc3nnc(-c4ccncc4)n3-c3ccccc3)n2)cc1	i	?	-23%	?	?	?	?	-22%	-56*
9	CCCCC(Sc1nc(N)c(NC(=O)c2ccc(OC)cc2)c(=O)[nH]1)C(=O)O (stereo unspecified)	i	-3%	0%	5%	-25%	0%	10%	13%	0
10	CCOc1ccc2nc(N(CCCN(C)C)C(=O)c3ccc(C(=O)c4ccccc4)cc3)sc2c1	i	?	?	?	0%	-23%	?	16µM*	-24
11	O=C(NCc1nc2ccccc2[nH]1)C1=C[C@H](c2coc3ccccc3c2=O)C[C@H](OCc2ccc(CO)cc2)O1	i	-2%	7%	-1%	-3%	5%	-17%	1%	?
12	Cc1nc(C(F)(F)F)ccc1C(=O)N1CCC1(C)C(=O)NS(=O)(=O)c1ccc2ccccc2c1 (stereo unspecified)	i	.	-5%	?	14%	.	-1%	-10%	0
13	CCCn1c(C)cc(/C=C(\C#N)C(=O)OCC(=O)Nc2cccc(S(N)(=O)=O)c2)c1C	i	-1%	0%	-7%	.	1%	-6%	-18%	-9
14	NS(=O)(=O)c1cccc(NC(=S)NCc2ccccc2)c1	i	-12%	16%	-2%	-6%	-11%	-1%	0%	2
15	CC(Sc1nccn1C)C(=O)Nc1ccc(C(N)=O)cc1 (stereo unspecified)	i	-6%	-6%	5%	3%	3%	-2%	0%	-15
16	COc1ccc2nc3sc(C(=O)Nc4ccccc4F)cc3cc2c1	i	.	11%	.	24%	.	.	-21%	.
17	O=C1CCCN1CCCNC(=S)Nc1ccc(Br)cc1Cl	i	0%	0%	1%	.	5%	-8%	7%	28
18	CNC(=O)CCSc1ccc(C)cc1	i	-5%	7%	6%	5%	20%	14%	0%	2
19	Cc1cnc(C(=O)OC(C)C(=O)Nc2cccc3ccccc23)cn1 (stereo unspecified)	i	?	0%	16%	0%	?	18%	0%	-2
20	Cc1ccc2nc(SCC(=O)NC3CCCC3)[nH]c2c1	i	-20%	-4%	-6%	-9%	-20%	12%	3%	-12
21	CCCNC(=O)N(C)C[C@@H]1Oc2cc(Br)ccc2S(=O)(=O)N([C@@H](C)CO)C[C@H]1C	i	.	7%	-17%	17%	.	5%	-20%	20
22	COC(=O)c1ccc(-c2noc(CN(C)Cc3ccncc3C)n2)cc1	i	11%	-11%	-4%	.	2%	-2%	-7%	-1
23	CC1=CC(=O)C(C(C)C)=C/C1=N/OS(=O)(=O)c1ccccc1	3.2µM*	0.73µM*	?	5.8µM*	.	2.9µM*	8.2µM*	-99%	-101*
24	O=C(CSc1nnc(-c2c[nH]c3ccccc23)n1CC1CCCO1)Nc1ccc2c(c1)OCCO2 (stereo unspecified)	i	0%	-1%	-1%	3%	29µM*	1%	-13%	-29

Single records (already shown). Order of screens: ATXN viability | SW480 rerep | KB-3-1 tox | HT1080 IDH1KD tx | ATXN2 expr inh | MCF10A rerep | HT1080NT lethal | HepG2 viability | IL-1B inflam inh
COC(=O)c1ccc(-c2noc(CN(C)Cc3ccncc3C)n2)cc1 as listed: i | 11% | -11% | -4% | . | 2% | -2% | -7% | -1
CC(Sc1nccn1C)C(=O)Nc1ccc(C(N)=O)cc1 (stereo unspecified) as listed: i | -6% | -6% | 5% | 3% | 3% | -2% | 0% | -15
O=C(CSc1nnc(-c2c[nH]c3ccccc23)n1CC1CCCO1)Nc1ccc2c(c1)OCCO2 (stereo unspecified) as listed: i | 0% | -1% | -1% | 3% | 29µM* | 1% | -13% | -29
CCCn1c(C)cc(/C=C(\C#N)C(=O)OCC(=O)Nc2cccc(S(N)(=O)=O)c2)c1C as listed: i | -1% | 0% | -7% | . | 1% | -6% | -18% | -9
O=C1CCCN1CCCNC(=S)Nc1ccc(Br)cc1Cl as listed: i | 0% | 0% | 1% | . | 5% | -8% | 7% | 28

More compounds follow:
no.	compound	ATXN viability	SW480 rerep	KB-3-1 tox	HT1080 IDH1KD tx	ATXN2 expr inh	MCF10A rerep	HT1080NT lethal	HepG2 viability	IL-1B inflam inh
25	CSc1ccc(CCNC(=O)CSc2ccsc2[N+](=O)[O-])cc1	i	2%	-9%	-7%	-10%	11%	-3%	-19%	20
26	O=C(CCN1CCc2ccccc2C1)Nc1ccccc1F	i	-1%	-3%	2%	8%	-3%	3%	-5%	10
27	O=C(NN=Cc1ccccc1O)C(O)c1ccccc1 (stereo unspecified)	?	?	-8%	?	-25%	13%	-23%	-20%	127
28	O=C1c2ccccc2C(=O)N1CC1c2ccccc2CCN1C(=O)C1CCCCC1 (stereo unspecified)	i	-6%	0%	1%	-21%	4%	15%	-21%	11
29	Cc1ccc(C)c(S(=O)(=O)N2CC(=O)Nc3ccccc32)c1	i	-9%	-1%	0%	6%	6%	-9%	-7%	12
30	Cn1nc(-c2ccc(C(=O)O)cc2)c2ccccc2c1=O	.	-16%	3%	0%	.	-3%	-1%	6%	-18
31	COc1cc(-c2noc(C)c2C#CC2(N)CCCCC2)cc(OC)c1OC	i	-4%	?	-23%	-2%	?	-23%	-14%&-41%	-13
32	CC1CCc2nn(CC(=O)NCCN3CCCCC3C)cc2C1 (stereo unspecified)	i	-2%	9%	3%	3%	3%	-1%	-2%	10
33	O=C(/C=C/c1cccs1)Nc1scc(-c2ccccc2)c1C(=O)O	i	6%	-8%	0%	-19%	29%	0%	2%	-9
34	C(=N\N1CCN(Cc2ccccc2)CC1)/c1ccccc1	i	1%	-6%	11%	19%	2%	13%	1%	-27
35	C#CCOCCOCCOCCNc1nc(N2CCN(C(=O)[C@H](CC(N)=O)n3cc([C@@H](N)CC(N)=O)nn3)CC2)nc(N2CCN(C(=O)[C@H](CC(N)=O)n3cc([C@@H](N)CC(N)=O)nn3)CC2)n1	i	5%	-2%	8%	10%	29%	10%	9%	12
36	C=CS(=O)(=O)N(Cc1ccc(Cl)c(Cl)c1)C[C@@H](O)CO	?	?	?	?	?	?	?	-3%	-104*
37	CC(C)c1ccc(NC(=O)CCNS(=O)(=O)c2ccc3c(c2)CCCC(=O)N3)cc1	?	.	1%	.	0%	.	.	-30%	.
38	O=C(c1ccco1)N(Cc1ccco1)Cc1cc2ccccc2[nH]c1=O	i	-17%	28%	4%	6%	-21%	6%	6%	45
39	Cc1ccc(S(=O)(=O)N2CC(=NN=C(N)N)C2)cc1	i	-2%	19%	-6%	-8%	0%	0%	7%	?
40	Cc1nc2c(C(=O)NCc3ccc4c(c3)OCO4)c[nH]n2c(=O)c1Cc1ccccc1F	i	?	0%	-26%	-9%	7.3µM*	-21%	-71%	-1
41	Cc1ccc(CC2CC(=O)N(c3ncccn3)C2=O)cc1 (stereo unspecified)	?	-9%	1%	2%	-17%	-1%	-1%	0%	17
42	Cc1ccc(NS(=O)(=O)c2cccc(C(=O)NNC(=O)NC3CCCCC3)c2)c(C)c1	i	14%	5%	-3%	7%	9%	-8%	-12%	-27
43	Fc1ccc(-c2csc(-c3ccc(C4SCCS4)cc3)n2)cc1F	i	-7%	2%	24%	.	13%	29%	-3%	45
44	Oc1ccc(-c2nc3ccccn3c2NCc2ccco2)cc1	i	-3%[9.22 µM]	-15%	-1%	19%	3%	-10%	-9%	-1
45	CC(C)c1ccc(CC(=O)N2CCC2(C)C(=O)Nc2ccc3c(c2)OCCO3)cc1 (stereo unspecified)	i	.	-20%	-27%	-26%	.	-20%	-11%	-9

Compound activity as filed in PubChem BioAssay.

Rows were taken by chance, and some 8.9% of all compounds hit somewhere here.
